C1s block – blocks human complement C1s protease activity; P09871; purified C1s, fluorogenic AMC substrate, pooled mixtures; mean inhibition % of two 10-compound mixtures (active compounds read high), % at 5 µM (by protocol); hit rate 0.16% among 62,000; AID 538;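 active = inhibition above 20% in each of the two 10-compound mixture wells holding the compound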;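 note: 0% = enzyme wells lacking compound mixture and 100% = no-enzyme blank wells; some compounds called inactive have numbers as strong as hits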
CatB inh – human cathepsin B inhibition | P07858 | purified cathepsin B, fluorogenic substrate, fluorescence | inhibition, %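 (tested at 10 µM)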 | hit rate 0.1% among 63,000; in the data active = inhibition above about 21%;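 note: 0% = enzyme with no compound and 100% = no enzyme blank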
AP complement – orthogonal test for alternative complement pathway inhibitors | Human serum alternative complement pathway, LPS-coated ELISA, C3 deposition; tested in compound mixtures | inhibition, % at 5 µM | hit rate 0.08% among 62,000;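 active = inhibition above 30% in each of the two pooled mixtures holding the compound, so the lower value exceeds 30%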;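 note: 0% = serum in Mg-EGTA without compound and 100% = EDTA serum blank; some compounds past the cut are filed as inactive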
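Assay system: human serum alternative complement pathway, C3 deposition on LPS-coated wells; Dosing: 5 µM per compound in ten-compound mixtures; Detection: Anti-C3 ELISA, OD 450 nm; Buffer or medium: Mg2+-EGTA GVB++ buffer containing human serum at 1:15 dilution; Timing: 1 h at 37 °C; Replication: two different pools per compound.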
FXIIa inh mix – blocks human factor XIIa in pooled compound mixtures. P00748. purified FXIIa, fluorogenic substrate. inhibition, % at 5 µM. hit rate 0.2% among 62,000. AID 684;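 note: 0% = enzyme without compound and 100% = no enzyme blank; some results filed as inactive read as strong as hits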
CatL inh – inhibitors of human cathepsin L; P07711; purified cathepsin L, fluorogenic substrate, fluorescence; inhibition, %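 (tested at 10 µM)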; hit rate 0.17% among 58,000; in the data active = inhibition above about 45%;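 note: 0% = enzyme with no compound and 100% = no enzyme blank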
Target sequence (P07711 114-288 limits assumed): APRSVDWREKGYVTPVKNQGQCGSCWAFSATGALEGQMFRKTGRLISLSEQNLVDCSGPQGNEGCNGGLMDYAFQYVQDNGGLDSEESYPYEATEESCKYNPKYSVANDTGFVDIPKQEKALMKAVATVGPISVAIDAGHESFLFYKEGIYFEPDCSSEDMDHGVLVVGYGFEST
Target sequence (P07711 292-333 limits assumed): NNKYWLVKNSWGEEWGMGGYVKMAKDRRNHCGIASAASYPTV
Cathepsin G inh – cathepsin G (human) inhibition; hit rate 0.2% among 62,000; AID 581; P08311; purified enzyme, AMC-tetrapeptide fluorescence, pooled mixtures; inhibition, % at 5 µM (by protocol);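 active = inhibition above 20% in each of the two mixture wells holding the compound; inactive = inhibition of 20% or less in either well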;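 note: 0% = enzyme control without mixture and 100% = blank lacking enzyme; strong numbers were not always called active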
Target sequence (P08311 21-244 limits assumed): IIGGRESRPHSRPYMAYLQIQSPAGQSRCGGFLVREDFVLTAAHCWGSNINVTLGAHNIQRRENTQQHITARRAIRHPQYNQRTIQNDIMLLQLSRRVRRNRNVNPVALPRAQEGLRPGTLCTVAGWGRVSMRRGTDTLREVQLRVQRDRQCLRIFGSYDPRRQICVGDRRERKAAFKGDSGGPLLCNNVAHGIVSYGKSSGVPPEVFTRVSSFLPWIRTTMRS
CatS block – human cathepsin S inhibition; P25774; inhibition, %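 (tested at 5 µM per compound within 10-compound mixtures)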; recombinant cathepsin S, AMC dipeptide fluorescence, pooled mixtures; hit rate 0.06% among 62,000; AID 501; in the data active = inhibition above about 32%, passing the limit was not always enough;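 note: 0% = enzyme without compound and 100% = blank without enzyme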
CatB mixtures – human cathepsin B inhibition by mixtures. P07858. Purified cathepsin B, AMC dipeptide fluorescence, compound mixtures. inhibition, %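 (ten-compound pools at 5 µM per compound and 50 µM total)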. hit rate 0.06% among 62,000; in the data active = inhibition above about 22%, passing the limit was not always enough;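 note: 0% = enzyme without compound and 100% = no enzyme blank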
FXIa mix inh – factor XIa (human) inhibition, mixture screen | purified FXIa, fluorogenic substrate, pooled mixtures | P03951 | inhibition, % at 5 µM | hit rate 0.19% among 62,000 | AID 680;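 note: each value is inhibition by a whole ten-compound pool holding the compound; 0% = enzyme with no mixture and 100% = wells lacking enzyme; strong numbers were not always called active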
Target sequence (P03951 19-387 limits assumed): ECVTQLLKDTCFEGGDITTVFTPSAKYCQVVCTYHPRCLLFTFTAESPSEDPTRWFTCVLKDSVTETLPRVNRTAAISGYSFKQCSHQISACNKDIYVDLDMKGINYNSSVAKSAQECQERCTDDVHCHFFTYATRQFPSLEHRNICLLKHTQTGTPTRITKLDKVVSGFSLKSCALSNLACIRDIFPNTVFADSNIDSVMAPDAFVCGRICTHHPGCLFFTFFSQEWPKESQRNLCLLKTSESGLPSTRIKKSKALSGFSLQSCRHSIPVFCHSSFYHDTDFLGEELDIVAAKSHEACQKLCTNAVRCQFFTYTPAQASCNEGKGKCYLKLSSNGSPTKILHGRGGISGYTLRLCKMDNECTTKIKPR
Target sequence (P03951 388-625 limits assumed): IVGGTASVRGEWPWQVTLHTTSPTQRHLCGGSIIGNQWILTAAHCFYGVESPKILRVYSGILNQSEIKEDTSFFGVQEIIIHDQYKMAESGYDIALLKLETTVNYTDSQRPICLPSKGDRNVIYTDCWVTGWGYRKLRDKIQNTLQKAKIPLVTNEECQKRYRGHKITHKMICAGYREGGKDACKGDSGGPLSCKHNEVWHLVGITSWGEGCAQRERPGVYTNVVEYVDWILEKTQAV
Starred values were filed as active, the others as inactive; nt = no result given. Cut-off read from the data, not from the text of the source, unless noted: active = inhibition above about 20% (passing the limit was not always enough); inactive = the rest.

CatS block,CatB mixtures,FXIa mix inh,CatB inh,C1s block,Cathepsin G inh,AP complement,CatL inh,FXIIa inh mix,molecule
11,5,6,9,-1,0,0,14,1,CCOC(=O)Cn1cnc2c(C#N)c3n(c2c1=O)CCCCC3
14,5,-2,5,-21,-14,-9,-2,9,Cc1ccc2cc(C#N)c(N3CCCN(C(=O)C4CCCO4)CC3)nc2c1C (centres undefined)
8,-1,35,3,9,39*,-2,-8,4,O=C1CSC(=Nc2ccc(O)cc2)N1c1ccc(O)cc1
0,-10,12,-5,-7,8,-8,13,-1,CCOC(=O)CC(C#N)c1cn(C)c2ccccc12 (centres undefined)
-2,4,20,2,12,14,29,-3,-18,Cc1cc(C)n(/N=C/c2c[nH]c3ccccc23)c(=O)c1
0,5,1,3,1,11,14,11,-2,COc1ccc(C2(O)CCN(CC(=O)Nc3nccs3)CC2)c(OC)c1
26,4,3,4,-10,-12,-7,-2,3,Cc1cc(NC(=O)CCC(=O)N(c2ccc(F)cc2)C(C(=O)NC2CCCC2)c2ccncc2)no1 (centres undefined)
7,2,7,3,1,-1,-7,12,3,O=c1cc[nH]c2cccc(Cc3ccccc3)c12
12,3,3,4,6,1,10,9,5,Cc1nc2ccccn2c1/C(O)=C1\C(=O)C(=O)N(CCN(C)C)C1c1cccnc1 (centres undefined)
1,6,8,4,-19,4,9,18,-4,C/C=C/c1ccc(OCCSc2nc(C)cc(=O)[nH]2)c(OC)c1
-2,-5,-1,2,2,9,6,9,-11,O=C(NC1CC2CCC(C1)N2C(=O)NC1CCCCC1)NC12CC3CC(CC(C3)C1)C2 (centres undefined)
-2,2,11,2,10,8,11,-6,2,O=C1C=C(O)CC(c2ccc(Cl)c(Cl)c2)C1 (centres undefined)
0,-1,8,0,-10,0,-9,2,-20,CCOC(=O)CCSc1nc2c(c(C(F)(F)F)c1C#N)CCC2
-5,-1,-6,1,-17,-11,-11,-4,0,CC1CN(c2oc(Cc3cccc4ccccc34)nc2C#N)CC(C)O1 (centres undefined)
-2,1,3,1,1,-1,1,-6,2,Cc1nc2cc(CO)ccc2s1
-8,-9,-9,-1,-60,0,1,-9,-14,CCCc1cc(=O)[nH]c(=S)[nH]1
-11,1,4,-4,-19,1,11,-234,7,Cc1ccc2[nH]c(=O)c3cc(C(=O)NCCN4CCN(C)CC4)sc3c2c1
-5,1,1,1,-3,-3,3,-4,9,CCc1nc2oc3ccccc3c(=O)c2c(=O)n1CCOC
-2,-5,0,-3,2,9,19,2,-1,CCCOC(=O)c1ccc(NC(=O)CCC(=O)OCC)cc1
6,3,-7,3,-24,-11,-10,11,-28,CCn1c(=NC(=O)CSC(C)=O)sc2cc(F)ccc21
-9,-1,5,-1,9,-4,7,4,4,COc1ccccc1C(=O)Nc1ccc2c(c1)nc(CCNC(C)=O)n2C
4,-3,-7,5,0,8,9,nt,14,COc1ccc(C(=O)N(Cc2nc(-c3ccc(C)cc3)no2)C2CCCCC2)cc1OC
8,6,0,10,-18,-2,-5,0,2,COCCCNC(=O)C1CCN(S(=O)(=O)c2c(C)noc2/C=C\c2ccc(OC)cc2)CC1
-5,0,1,0,-14,-4,5,-2,3,CN(Cc1nc(-c2ccccn2)no1)S(=O)(=O)c1ccc(Cl)cc1

Record cards (already shown). Screens in order: CatS block | CatB mixtures | FXIa mix inh | CatB inh | C1s block | Cathepsin G inh | AP complement | CatL inh | FXIIa inh mix
COc1ccccc1C(=O)Nc1ccc2c(c1)nc(CCNC(C)=O)n2C as listed: -9 | -1 | 5 | -1 | 9 | -4 | 7 | 4 | 4
CCn1c(=NC(=O)CSC(C)=O)sc2cc(F)ccc21 as listed: 6 | 3 | -7 | 3 | -24 | -11 | -10 | 11 | -28

The listing continues.
CatS block,CatB mixtures,FXIa mix inh,CatB inh,C1s block,Cathepsin G inh,AP complement,CatL inh,FXIIa inh mix,molecule
-5,2,3,3,-17,4,15,3,5,CN(Cc1c(F)cccc1Cl)c1ccc(S(=O)(=O)N2CCOCC2)cn1
-3,5,11,0,18,8,11,-8,6,CC(=O)OC1CC(C)(C)N(OC(=O)CCCN2C(=O)c3ccccc3C2=O)C(C)(C)C1
7,4,-1,1,1,6,25,4,11,O=C(CCSCCc1ccncc1)NCCCN1CCOCC1
-1,3,-6,2,-40,4,21,9,14,COc1ccccc1Oc1nc2c(c(=O)n(Cc3ccccc3F)c(=O)n2C)n1C
8,3,2,7,-14,0,4,12,7,CCn1ncc(C2=NOC(C(=O)Nc3cccc(C(C)=O)c3)C2)c1C (centres undefined)
9,7,8,-2,8,16,10,6,4,COc1ccccc1-n1cnnc1SCC(=O)c1ccc[nH]1
6,-5,1,1,-27,0,-3,3,23,O=C1NCCCN1Cc1ccc(F)cc1Cl
0,-1,16,1,-3,-3,17,3,-20,O=C(CCCn1c(=S)[nH]c2cc3c(cc2c1=O)OCO3)N1CCN(c2ccccc2)CC1
-5,0,8,-1,-3,-2,3,4,2,Nc1cc(N)nc(SCC(=O)Nc2ccc3c(c2)OCCCO3)n1
9,0,1,-2,7,0,3,14,-15,CN(C)C=Nc1ncc2c3ccccc3n(Cc3ccccc3)c2c1C#N
1,-6,-9,3,-34,1,6,-8,4,O=C1CCCc2c1nc(-c1ccccc1)n2O
-2,-3,1,4,-18,4,14,nt,3,Cc1sc2nc(SCC(=O)c3cccs3)n(Cc3ccco3)c(=O)c2c1C
-4,3,1,0,1,8,16,-2,2,O=c1cc[nH]c2c(C(F)(F)F)cccc12
8,7,8,-5,2,1,28,-12,11,O=C(Cn1c(NCCCO)nc2ccccc21)c1cccc(Br)c1
9,-5,8,-2,4,3,5,2,4,CCOc1ccc(-n2c(SCC(=O)Nc3ccc4c(c3)OCO4)nc3c(c2=O)SCC3)cc1
13,9,-6,-1,-17,-5,-10,13,1,O=C(Nc1ccc(Cl)cc1)Nc1ccc2c(c1)N1CCN=C1S2
22,1,4,2,3,2,4,14,-17,O=C(CSc1ncnc2ccccc12)Nc1ccc2c(c1)OCO2
0,4,0,2,-1,7,14,nt,2,COCCn1c(C)cc(C(=O)CSc2nnc3ccccn23)c1C
-5,2,-2,1,-14,0,-5,4,6,COc1ccc(NC(=O)CSc2nc3c(c(=O)n2-c2ccccc2OC)SCC3)cc1
-4,5,9,-1,2,0,11,-14,-16,O=C(CCN1C(=O)c2ccccc2C1=O)Nc1ccncc1
-7,8,11,-2,4,5,9,-3,2,COc1ccc(Cl)cc1-c1n[nH]c(=S)o1
13,4,3,2,15,8,7,8,3,Cc1nnc(C)n1/N=C/c1cccn1C
-7,3,1,1,-6,-8,-2,2,17,CCCCN(CC)CCCNC(=O)CS(=O)(=O)Cc1nc(-c2cccc(OC)c2)oc1C
-6,3,6,-5,-19,-3,17,4,-15,C=CCN1C2CCCC1CC(NC(=O)Nc1cccc(C(C)=O)c1)C2 (centres undefined)
3,-12,-7,-7,-64,0,5,-51,4,Cn1c(=N)c(S(=O)(=O)c2ccc(F)cc2)cc2c(=O)n3ccccc3nc21
-1,2,1,5,-13,-2,2,1,9,O=S(=O)(Nc1cccc2ncccc12)c1cccs1
-4,1,4,3,4,7,8,2,-7,O=C1c2oc3ccc(Cl)cc3c(=O)c2C(c2cccnc2)N1Cc1ccco1 (centres undefined)
-11,0,8,-6,-3,-2,24,-9,1,COc1ccc(Nc2nnc(Cc3ccccc3)c(=O)[nH]2)c(OC)c1
5,-1,21,-1,10,43,-16,35,2,O=C(NCc1cccnc1)c1cccc(Cl)c1
14,3,2,3,-36,-9,-9,8,3,COc1ccc(OC)c(C(=O)CN2C(=O)NC(C)(c3ccccc3)C2=O)c1 (centres undefined)
4,-2,-1,1,4,1,8,16,6,CCOC(=O)c1sc(=S)n(Cc2ccccc2)c1N
7,2,-1,5,2,-12,2,17,8,N#CCc1ccc(NC(=O)Nc2cccc(Cl)c2)cc1
18,3,0,9,-13,-6,-17,15,-18,CCC(C)n1c(C)nc2c(c1=O)c1nc3ccccc3nc1n2-c1ccc2c(c1)OCCO2 (centres undefined)
-3,-1,8,-1,2,3,11,-7,15,CCOC(=O)CN1CC23C=CC(O2)C(C(=O)NCc2ccc(F)cc2)C3C1=O (centres undefined)
-4,3,13,4,3,0,12,2,-13,COc1ccc(-c2noc(Cc3cccs3)n2)cc1
-2,4,10,-3,-31,-1,12,-6,2,CCCN1CCN(C(=O)CCCn2c(C)c3cnn(-c4ccccc4)c(=O)c3c2C)CC1
2,4,4,2,-4,6,0,4,1,COC(=O)c1sccc1NC(=O)C1CC2CCC1C2 (centres undefined)
-7,4,5,-2,11,10,17,10,-17,O=C(Nc1ccc(N2CCN(C(=O)c3ccccc3)CC2)cc1)c1ccc(Br)o1
13,2,10,-4,-25,0,-13,-6,1,CCN(CC)CCCN1C(=O)C(=O)/C(=C(/O)c2ccccc2)C1c1ccccn1 (centres undefined)
-7,3,6,1,11,6,16,-6,-2,S=c1[nH]nc(Cc2ccccc2)n1Cc1ccco1
-3,-1,3,8,-22,4,15,9,-1,COc1ccc(Cn2nnnc2C(c2ccccc2Cl)N2CCN(C)CC2)cc1 (centres undefined)
-5,0,4,-1,4,-1,3,nt,2,CCCCCCNC(=O)c1c(O)c2ccccc2[nH]c1=O
-1,-2,5,2,7,8,-1,10,16,CCOC(=O)N1CCN(c2cc(=O)n(-c3ccc(OC)cc3)c(=O)[nH]2)CC1
5,-1,-6,-1,-18,-2,-8,-2,6,CC(=O)Nc1ccc(S(=O)(=O)Nc2c(C)n(C)n(-c3ccccc3)c2=O)cc1
-2,1,2,0,1,-3,9,6,1,CC1CCCCN1C(=O)CSc1nc(-c2ccccc2)cc(=O)[nH]1 (centres undefined)
9,-4,10,3,-10,0,11,1,7,C=CCn1c(-c2ccc(OC)c(OC)c2)cs/c1=N\c1ccccn1
-2,9,51,0,38,45,21,8,7,Cc1cc(=O)oc(C)c1C(=O)NCCc1ccccc1
-2,2,8,0,15,11,15,-3,-14,COc1ccccc1CNc1nc2ccccc2n1CCN1CCCCC1
4,-6,0,1,3,12,0,25,-3,COc1cccc(CC(NC(C)=O)C(=O)NC2CCN(c3nc(C)cc(C)c3C#N)CC2)c1 (centres undefined)
11,3,6,1,16,11,6,26,5,Cc1cc(C(=O)OCC(=O)c2c(N)n(C)c(=O)n(C)c2=O)c(C)o1
18,-1,8,1,-12,-3,14,4,6,CCc1ccc(-c2nc(C(N)=O)c3[nH]c(=O)n(-c4ccccc4OC)c3n2)cc1
0,1,-6,2,-22,6,7,9,-2,CCn1cc(C(=O)N2CCc3ccccc32)c(=O)c2cc(S(=O)(=O)N3CCOCC3)ccc21
-15,3,6,6,13,6,16,2,0,CC(C)(C)NS(=O)(=O)c1ccc(CCC(=O)N2CCOCC2)cc1
8,6,3,-2,-30,-3,15,-10,39,CCOc1ccc2nc(NC(=O)c3ccc(S(=O)(=O)N4CCOCC4)cc3)sc2c1
15,3,-1,1,2,9,-4,-5,3,CCN1CCCC(OC(=O)Nc2ccccc2)C1 (centres undefined)
-10,-4,-4,7,-46,2,11,-1,6,CCn1c(C(C)NC(=O)c2ccc(OC)c(OC)c2)nc2ccccc21 (centres undefined)
1,3,1,3,3,11,17,6,-7,CC(=O)c1cccc(NC(=O)CCNS(=O)(=O)c2cccc(C(C)=O)c2)c1
14,7,41,7,10,27,-3,-2,-1,COc1ccccc1N1CCN(C(=O)C2CCN(S(=O)(=O)c3ccc(Cl)cc3)CC2)CC1

Look-ups from the list:
In FXIIa inh mix, `COc1ccccc1N1CCN(C(=O)C2CCN(S(=O)(=O)c3ccc(Cl)cc3)CC2)CC1` reads -1
In CatB mixtures, `CCn1cc(C(=O)N2CCc3ccccc32)c(=O)c2cc(S(=O)(=O)N3CCOCC3)ccc21` reads 1

Screening data deposited in PubChem by PCMD.

Some of the compounds tested; rates above refer to the full screens.
